Tau filament bind = qHTS Assay for Tau Filament Binding; Microtubule-associated protein tau (Homo sapiens), P10636; recombinant tau filaments, thioflavin S fluorescence, 15 h; filaments grown with octadecylsulfate alongside compound; Potency, µM (highest dose often 57.1 µM), for inactives: at the highest dose activity change, negative = inhibition; 2% of 71,000 active;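 note: potency is the fitted concentration of half-maximal effect; % is set by controls: 0 for no effect and ±100 for the full control effect; actives lower thioflavin S fluorescence by blocking filaments or displacing dye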
Target sequence (P10636 whole entry, looked up): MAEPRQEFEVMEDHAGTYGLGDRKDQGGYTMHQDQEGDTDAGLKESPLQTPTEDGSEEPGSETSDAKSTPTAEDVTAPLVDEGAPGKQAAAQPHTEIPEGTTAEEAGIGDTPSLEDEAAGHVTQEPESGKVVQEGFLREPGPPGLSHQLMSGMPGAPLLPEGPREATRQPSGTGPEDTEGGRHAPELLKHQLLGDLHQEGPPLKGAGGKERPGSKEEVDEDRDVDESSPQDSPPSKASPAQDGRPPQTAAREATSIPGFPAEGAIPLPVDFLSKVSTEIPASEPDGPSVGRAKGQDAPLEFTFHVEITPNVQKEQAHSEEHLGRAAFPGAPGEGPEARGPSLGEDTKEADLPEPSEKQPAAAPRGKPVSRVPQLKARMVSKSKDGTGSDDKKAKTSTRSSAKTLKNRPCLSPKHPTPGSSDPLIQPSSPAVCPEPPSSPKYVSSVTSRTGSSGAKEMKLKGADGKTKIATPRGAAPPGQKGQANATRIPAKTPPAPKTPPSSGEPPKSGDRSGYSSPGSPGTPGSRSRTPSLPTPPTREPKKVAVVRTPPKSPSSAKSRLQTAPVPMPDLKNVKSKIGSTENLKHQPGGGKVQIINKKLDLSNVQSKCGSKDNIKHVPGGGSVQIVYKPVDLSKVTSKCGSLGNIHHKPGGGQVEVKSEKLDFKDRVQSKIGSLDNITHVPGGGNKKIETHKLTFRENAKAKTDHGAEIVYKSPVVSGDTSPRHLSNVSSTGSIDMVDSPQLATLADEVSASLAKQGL
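Thioflavine S fluorescence (ex 450, em 510 nm) reports filaments formed from 1 uM human tau plus 30 uM ODS over 15 h at 37 C (10 mM HEPES pH 7.4, 100 mM NaCl, 5 mM DTT); compounds displacing dye or blocking filaments lower signal.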
A350 fluor = qHTS Assay for Spectroscopic Profiling in A350 Spectral Region; Compound autofluorescence, 340/450 nm, Alexa 350 dye-equivalents; active compounds read high; max dye-equivalent concentration, M; 11% of 59,000 active; in the data active = max dye-equivalent concentration above about 10 nM; inconclusive = mostly about 1.1 nM to 9.6 nM
HEK293 cAMP ctrl = qHTS Assay for Agonists of the Thyroid Stimulating Hormone Receptor: Activators of Intracellular cAMP Concentrations in Parental HEK 293; parental HEK293 CNG cAMP sensor, membrane potential fluorescence; Potency, µM (top dose mostly 57.1 µM), for the others: at the highest dose activation, actives largely listed as activators; 2.5% of 73,000 active; AID 938, 2007; note: potency is the fitted concentration of half-maximal effect; % of control where 0% means no effect; nearly all actives have a fitted effect of over 55% in size
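Counterscreen for endogenous-receptor signalling: CNG-channel HEK 293 cells report cAMP rise by membrane depolarization. After 60 min dye equilibration with 100 uM RO 20-1724, compounds incubated 30 min before bottom-read fluorescence at 590 nm.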
Casp7 inh = qHTS Assay for Allosteric/Competitive Inhibitors of Caspase-7; AID 889, 2007; 0.02% of 75,000 active; recombinant caspase-7, Ac-DEVD-AFC fluorescence rate; Potency, µM (top dose mostly 57.5 µM), inactives show at the highest dose activity change, negative = inhibition, hits mostly inhibitors; P55210; active = well fitted inhibition curve with a large enough effect in the main read-out, with a control signal flat, not every such curve was filed as active; inconclusive = small, poorly fitted or top-dose-only effect, or a change in a side signal; note: potency is the fitted concentration of half-maximal effect; % of control where 0% means no effect
Target sequence (P55210 24-198 limits assumed): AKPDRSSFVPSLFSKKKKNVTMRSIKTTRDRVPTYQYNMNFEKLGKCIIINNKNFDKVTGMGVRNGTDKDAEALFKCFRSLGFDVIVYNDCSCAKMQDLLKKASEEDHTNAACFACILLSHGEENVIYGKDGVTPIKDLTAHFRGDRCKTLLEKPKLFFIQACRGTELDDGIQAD
Target sequence (P55210 207-303 limits assumed): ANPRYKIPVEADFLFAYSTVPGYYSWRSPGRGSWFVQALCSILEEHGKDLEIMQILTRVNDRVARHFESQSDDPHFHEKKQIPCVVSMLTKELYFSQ
FLuc inh = qHTS Assay for Inhibitors of Firefly Luciferase; Luciferin 4-monooxygenase (Photinus pyralis), P08659; purified firefly luciferase, luminescence, 8 min; Potency, µM (highest dose often 57.1 µM), without a hit: top-dose activity change, negative = inhibition, usual class: inhibitors; 2.2% of 72,000 active; AID 411, 2009; note: potency is the fitted concentration of half-maximal effect; % is set by controls: 0 for no effect and ±100 for the full control effect; nearly all actives have a fitted effect of over 40% in size
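Firefly luciferase (PKLight detection mix) with 10 uM ATP in pH 7.2 imidazole buffer (KCl, MgCl2, Tween 20, BSA). Compounds tested across a concentration series (qHTS). Luminescence read after 8 min at ambient temperature.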
ERK AVP inh = qHTS Assay for Inhibitors of the ERK Signaling Pathway using a Homogeneous Screening Assay; HEK293-V1b, vasopressin-stimulated pERK AlphaScreen; Potency, µM (highest dose often 57.5 µM), inactives show top-dose activity, negative = inhibition, most hits filed as inhibitors; 0.99% of 72,000 active; AID 995, 2007; note: potency is the fitted concentration of half-maximal effect; % is set by controls: 0 for no effect and ±100 for the full control effect; nearly all actives have a fitted effect of over 55% in size
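Overnight-seeded V1b-HEK293 cells in 1% FBS got compound, then vasopressin (25 nM final, 5 min, 37C), then lysis buffer. AlphaScreen detection of phospho-ERK; activity normalized to basal and full-stimulation controls.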
BRCT PPI red = qHTS Assay for Inhibitors of BRCT-Phosphoprotein Interaction (Red Fluorophore); 0.03% of 75,000 active; Potency, µM (series often up to 76.9 µM), without a hit: at the top dose activity change, negative = inhibition, actives largely listed as inhibitors; BRCT-phosphopeptide binding, red fluorescence polarization; Breast cancer type 1 susceptibility protein (Homo sapiens), P38398; note: % is set by controls: 0 for no effect and ±100 for the full control effect
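Rhodamine-labelled pBACH1 10-mer (100 nM) bound to BRCT domain (100 nM) at pH 7.3; compounds incubated 12 min room temperature, polarization read. Free peptide defines full inhibition; unlabelled decapeptide titrated as control.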
Caspase-1 inhib = qHTS Assay for Allosteric/Competitive Inhibitors of Caspase-1. P29466. 0.03% of 75,000 active. Caspase-1 enzyme, Ac-WEHD-AFC fluorogenic rate. Potency, µM (highest dose often 57.5 µM), for the others: at the highest dose activity change, negative = inhibition, hits mostly inhibitors;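 note: potency is the fitted concentration of half-maximal effect; plate controls were vehicle for no effect and no substrate for full effect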
BRCT PPI green = qHTS Assay for Inhibitors of BRCT-Phosphoprotein Interaction (Green Fluorophore); Breast cancer type 1 susceptibility protein (Homo sapiens), P38398; BRCA1 BRCT-phosphopeptide binding, green fluorescence polarization; Potency, µM (titrated, usually from 76.9 µM), for inactives: at the top dose activity change, negative = inhibition, actives largely listed as inhibitors; 0.05% of 75,000 active;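 note: potency is the fitted concentration of half-maximal effect; plate controls were peptide without protein for full effect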
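Compounds were incubated for 12 min at room temperature with a complex of 100 nM fluorescein-tagged pBACH1 decapeptide and 250 nM His-tagged BRCT protein. Buffer was phosphate pH 7.3 with EDTA, DTT and Tween 20. Disruption of binding lowers the polarization signal.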
USP2a inhib = qHTS Assay for Inhibitors of Ubiquitin-specific Protease USP2a. USP2a enzymatic assay, qHTS inhibition. Potency, µM (highest dose often 38.3 µM), for inactives: at the highest dose activity change, negative = inhibition, hits mostly inhibitors. 0.1% of 60,000 active. AID 927, 2007;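 note: potency is the fitted concentration of half-maximal effect; nearly all actives have a fitted effect of over 60% in size; plate controls were DMSO for no effect and NEM full inhibition control for full effect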
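USP2 core (20nM final) preincubated 30 min RT with compound, then Ub-PLA2 20nM and NBD C6-HPC 20uM final added; buffer 20mM Tris-HCl pH 8.0, 2mM CaCl2. Fluorescence Ex 460/Em 535 read at 0 and 2.5 h; normalized to NEM.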
CRE-bla Fsk = Cell signaling CRE-BLA (Fsk stim); CHO CRE-bla reporter (cAMP response element driving beta-lactamase), forskolin EC10, beta-lactamase ratio; Potency, µM (highest dose often 38.2 µM), for the others: at the top dose activity change, negative = inhibition, most hits filed as activators; 2.5% of 71,000 active; active = well fitted activation curve with a large enough effect in the signal ratio, with a control signal flat, not every such curve was filed as active; inconclusive = small, poorly fitted or top-dose-only effect, or effect the other way, or a change in a side signal; the % refers to the signal ratio; note: potency is the fitted concentration of half-maximal effect; % of control where 0% means no effect
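qHTS titration format; CRE-bla CHO reporter; stimulus EC10 NKH 477, a water-soluble forskolin. Read: CCF4 460/530 nm ratio. Potency expressed as AC50 for activators or inhibitors.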
Starred values were filed as active, the others as inactive; i = inactive; ? = inconclusive; · = no result given; [ ] = another dose, or the depositor's remark. Unless noted, calls come from the whole dose curve; as a rule, active = well fitted curve in the direction sought with a large enough effect; inconclusive = small, poorly fitted or top-dose-only effect, or another doubt; inactive = no such curve, though single readings can be large; an effect the other way counts as inactive or inconclusive.

SMILES,Tau filament bind,A350 fluor,HEK293 cAMP ctrl,Casp7 inh,FLuc inh,ERK AVP inh,BRCT PPI red,Caspase-1 inhib,BRCT PPI green,USP2a inhib,CRE-bla Fsk
CCn1c(SCC(=O)n2c(C)c(C)c3ccccc32)nnc1-c1ccco1,-2.5%,i,?,0.1%[0.00368 µM],1.4%,2.1%,-1.0%,-1.2%,-1.5%,17.0%,-3.2%
CCCCNC(=O)c1ccc2c(c1)ncn2C1CCCCC1,-7.1%,i,0.2%,0.5%,-7.4%,-0.9%,0.7%,0.9%,-1.2%,3.7%,?
CCCCn1c(SCC(=O)Nc2cc(NC(=O)c3ccco3)ccc2C)nc2ccccc2c1=O,i,i,?,-0.8%,-0.6%,-19.0%,-0.6%,-2.1%,-1.3%,13.3%,-0.7%
CCOc1ccc2[nH]c(O)c(NC(C)=O)c2c1,-13.5%,i,0.8%,0.6%,-1.2%,-22.6%,0.7%,-0.3%,-0.8%,-6.4%,?
CN(C)c1nc(-c2ccc3c(c2)OCO3)nc2ccccc12,-29.5%,i,12.4%,-4.5%,-1.9%[2.29 µM],-15.6%,0.4%,-2.8%,0.2%,47.4%[activator],?
N#CC1=C(SCC(=O)NCc2ccccc2)NC(=O)CC1c1ccco1 (stereo unspecified),9.4%,?,-3.3%,-1.5%,0.7%,-12.7%,-2.9%,-1.7%,-0.4%,0.3%,-4.4%
CCCc1nc(N)c(C#N)c(N)c1C#N,-0.9%,i,-0.1%,-2.8%,-2.2%,?,-1.8%,0.5%,-5.6%,4.4%,5.01µM*
COc1cc(NC(=O)Cc2cccs2)cc(OC)c1,-26.1%,i,3.6%,0.7%,-2.7%,-7.6%,-1.4%,0.3%,0.5%,11.9%,-16.8%
CNC(=O)Nc1cccc(C(F)(F)F)c1,-5.6%,i,6.7%,-0.3%,-3.9%,0.8%,-0.2%,0.0%,0.1%,-1.9%,-0.5%
O=C(Cn1cnc2ccccc2c1=O)OCC(=O)c1ccc2c(c1)OCCO2,-13.4%,i,-14.0%,2.0%,-1.7%,?,0.2%,-2.9%,-1.7%,24.5%,-4.2%
CCCc1cc(=O)[nH]c(SCC(=O)N(C)CC(=O)Nc2ccccc2CC)n1,1.2%,i,-10.0%,-6.2%,-1.4%,73.3%[activator],-0.2%,-0.4%,-1.0%,3.8%,0.9%
COc1cccc(NC(=O)CNC(=O)c2cccs2)c1,12.0%,i,20.4%,-0.5%,-1.3%,-8.0%,-0.2%,2.4%,0.3%,-5.6%,-2.0%
COc1cccc(C(=O)Nc2ccc(C(=O)O)cc2)c1,1.2%,i,3.8%,-1.4%,-10.6%,-0.3%,0.6%,1.7%,-1.0%,-2.9%,?
Cc1ccc(-c2nnc(SCC(=O)N3CC(C)CC(C)C3)o2)cc1C (stereo unspecified),87.6%,·,15.8µM*,-3.9%,-17.3%,?,-1.2%,-4.3%,-1.2%,·,9.8%
Oc1ccc(CN2CCN(Cc3ccccc3)CC2)c2cccnc12,-24.4%,i,5.2%,-0.1%,0.7%,0.2%,1.2%,-1.2%,0.4%,148.1%[activator],3.3%
NC(=S)N/N=C\c1c[nH]c2ccccc12,2.5%[11.4 µM],i,1.5%[11.4 µM],-0.2%[11.5 µM],0.3%[11.4 µM],3.7%[11.5 µM],-1.6%[15.4 µM],0.3%[11.5 µM],-0.7%[15.4 µM],·,17.3%[7.6 µM]
Cc1ccc(Cn2c(CN(C)Cc3ccccc3)nc3c2c(=O)n(C)c(=O)n3C)cc1,20.1%,i,?,-3.2%,1.7%,-13.0%,-1.4%,-4.4%,-0.2%,21.5%,?
COc1cc(CC(=O)OCC(=O)Nc2ccc(S(=O)(=O)N3CCCC3)cc2)cc(OC)c1OC,-8.8%,i,-13.8%,-1.3%,?,-5.3%,-0.2%,-1.6%,0.5%,16.4%,-1.3%
CC1Cc2nc(SCC(=O)N3CCCc4ccccc43)n(C)c(=O)c2S1 (stereo unspecified),-6.5%,·,14.2%,1.1%,2.1%,·,1.2%,1.2%,-3.9%,·,3.6%
COc1cccc(Cn2c(=O)c(-c3ccc(F)c(F)c3)nc3cncnc32)c1,10µM*,i,-11.5%,-6.8%,0.4%[11.4 µM],-21.4%,0.5%,-7.7%,1.0%,19.9%,?
Cc1ccc(C)c(OCCCN2CCCC2)c1,-26.0%,i,?,3.9%,1.9%,-3.7%,1.0%,1.2%,-1.3%,-1.5%,?
c1ccc(Cn2c(NCc3ccco3)nc3ccccc32)cc1,-18.6%,i,25.9%,1.7%,1.3%,-18.8%,-0.3%,0.6%,-2.0%,3.6%,-14.3%
COc1ccc(C(=O)Cn2nnc(-c3ccccc3F)n2)cc1,0.1%,i,25.8%,-0.3%,-7.4%,-1.5%,0.0%,0.3%,1.2%,1.1%,?
Cc1cnc(NC(=O)CSc2nnc(CNc3ccc(F)cc3)n2CC2CCCO2)s1 (stereo unspecified),-6.9%,i,8.0%,-1.6%,3.2%,-10.4%,0.0%,-0.5%,-2.1%,·,17.8%

By substructure: the entries above with two or more sulfur atoms
SMILES,Tau filament bind,A350 fluor,HEK293 cAMP ctrl,Casp7 inh,FLuc inh,ERK AVP inh,BRCT PPI red,Caspase-1 inhib,BRCT PPI green,USP2a inhib,CRE-bla Fsk
CC1Cc2nc(SCC(=O)N3CCCc4ccccc43)n(C)c(=O)c2S1 (stereo unspecified),-6.5%,·,14.2%,1.1%,2.1%,·,1.2%,1.2%,-3.9%,·,3.6%
Cc1cnc(NC(=O)CSc2nnc(CNc3ccc(F)cc3)n2CC2CCCO2)s1 (stereo unspecified),-6.9%,i,8.0%,-1.6%,3.2%,-10.4%,0.0%,-0.5%,-2.1%,·,17.8%

(list continues)
SMILES,Tau filament bind,A350 fluor,HEK293 cAMP ctrl,Casp7 inh,FLuc inh,ERK AVP inh,BRCT PPI red,Caspase-1 inhib,BRCT PPI green,USP2a inhib,CRE-bla Fsk
O=[N+]([O-])c1ccc([C@@H](Nc2ccccc2)c2ccc3cccnc3c2O)cc1,?,i,-0.6%[11.4 µM],0.3%[11.5 µM],-0.6%[11.4 µM],-4.3%[11.5 µM],-1.0%[15.4 µM],2.9%[11.5 µM],-2.5%[15.4 µM],·,-9.2%[7.6 µM]
Cc1ccc(N(C(=O)c2ccc(Br)o2)C2C=CS(=O)(=O)C2)cc1 (stereo unspecified),3.3%,·,10.3%,-1.3%,2.7%,-5.2%,-0.5%,0.6%,-0.8%,·,6.8%
COc1ccc(NC(=O)C2CC(=O)N(C)C(=Nc3ccc4c(c3)OCO4)S2)cc1 (stereo unspecified),10.2%,i,-9.8%,-0.8%,0.4%,4.7%,0.3%,2.5%,-1.9%,136.6%[activator],-8.0%
COc1ccccc1NC(=O)CSc1nc2sc(C)c(C)c2c(=O)n1Cc1ccco1,i,i,27.2%,-1.9%,-1.2%,2.6%,-1.4%,-1.2%,1.3%,28.2%,3.98µM*
O=S(=O)(NC1c2cccc3cccc(c23)C1N1CCNCC1)c1ccccc1 (stereo unspecified),-23.4%,·,16.9%,-0.2%,-2.6%,12.9%,-0.2%,2.1%,2.4%,30.0%[activator],-9.3%
CC1CCN(CCNC(=O)CN(C)S(=O)(=O)c2cccc3nsnc23)CC1,-1.7%,i,3.6%,-0.3%,-0.2%,10.4%,0.0%,1.1%,-0.8%,0.9%,-16.8%
CCc1ccc(NC(=O)CCN2C(=O)c3cccnc3C2=O)cc1,7.2%,i,2.1%,0.9%,-2.9%,7.2%,-0.2%,0.6%,-2.2%,-1.6%,2.1%
Cc1c(C(=O)NCCN2CCOCC2)oc2ccccc12,-2.4%,i,7.7%,1.1%,0.8%,?,-1.1%,-1.1%,1.2%,-1.5%,?

Screening results: PubChem BioAssay, National Center for Advancing Translational Sciences (NCATS)

Random draw from the library. About 16% of those tested had a hit in this group.
